CHO parental Ca: counter-screen for OX1R antagonists: effect in parental CHO cells | inhibition, % at 5.6 µM | 330,000 compounds, 0.63% hits | parental CHO-K1, ATP-induced calcium, Fluo-8 fluorescence;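 active = inhibition above that plate's mean sample inhibition plus 3 SD, cut at about 26% in these data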;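 note: 0% = ATP-challenged DMSO wells and 100% = DMSO wells without ATP; some compounds past the cut are filed as inactive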
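Assay system: untransfected parental CHO cell line. Also added: ATP agonist challenge. Dosing: one dose, 5.6 µM nominal. Measured by: Fluo-8 fluorescence. Read-out: % inhibition. Benchmarks: ATP wells versus no-ATP DMSO wells. Repeats: no replicates.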
OXTR potentiator: potentiates the human oxytocin receptor response. P30559. CHO-OTR cells, Fluo-8 calcium fluorescence, potentiator mode; 0% = oxytocin EC15, 100% = EC100. activation, % at 3 µM. 320,000 compounds, 0.061% hits;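 active = activation above that plate's cutoff, the mean activation of tested compounds plus 3 SD, cut at about 6.6% in these data, passing the limit was not always enough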;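 note: 100% uses oxytocin at 75 nM as the full agonist control; some results filed as inactive read as strong as hits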
Target sequence (P30559 whole entry, looked up): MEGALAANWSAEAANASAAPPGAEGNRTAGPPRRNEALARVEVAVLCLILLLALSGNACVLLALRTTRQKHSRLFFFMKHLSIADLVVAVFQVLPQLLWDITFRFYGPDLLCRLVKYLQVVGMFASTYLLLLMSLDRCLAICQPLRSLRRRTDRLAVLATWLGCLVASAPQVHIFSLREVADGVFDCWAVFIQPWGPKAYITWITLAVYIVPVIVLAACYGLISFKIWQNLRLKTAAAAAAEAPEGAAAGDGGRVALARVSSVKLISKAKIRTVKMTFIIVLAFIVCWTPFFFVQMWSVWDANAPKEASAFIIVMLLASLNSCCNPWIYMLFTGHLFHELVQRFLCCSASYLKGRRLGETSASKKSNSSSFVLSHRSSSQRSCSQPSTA
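Measured by – Fluo-8 calcium dye fluorescence · Test system – human OTR in CHO cells · Dosing – one concentration, 3.0 µM compound · Controls – EC15 oxytocin alone as 0%, 75 nM oxytocin as 100% · Evaluation – normalized max/min fluorescence ratio, % activation · Timing – 6 min pre-incubation, 100 s read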
CHRM1 agonist: agonists of human M1 muscarinic receptor; P11229; CHO-K1 hM1, Fluo-8 calcium fluorescence, agonist mode; 0% DMSO, 100% acetylcholine EC100; activation, % at 3 µM; 360,000 compounds, 0.33% hits;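 active = activation above the run's mean compound activation plus 3 SD, cut at about 16% in these data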;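 note: peak over basal fluorescence ratio within a 140 s kinetic read after compound addition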
CHO-K1 Ca antag: nonselective inhibitor or artifact in parental CHO-K1 cells; ATP-induced calcium, Fluo-8 fluorescence; inhibition, % at 3 µM; 360,000 compounds, 0.6% hits;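 active = inhibition above a per-plate cutoff, the plate's mean sample inhibition plus 3 SD, cut at about 24% in these data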;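 note: 0% = DMSO plus EC80 ATP and 100% = DMSO alone without ATP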
CHRM1 PAM: potentiates human M1 receptor response to acetylcholine | P11229 | CHO-K1 hM1, Fluo-8 calcium fluorescence, ACh EC20; 0% = ACh EC20, 100% = maximal ACh | activation, % at 3 µM | 360,000 compounds, 0.088% hits | AID 588819; in the data active = activation above about 19%, passing the limit was not always enough
M1 antag: antagonists of human M1 muscarinic receptor. CHO-K1 hM1, Fluo-8 calcium fluorescence, ACh EC80 antagonist. inhibition, % at 3 µM. 360,000 compounds, 1.3% hits. AID 588852;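 active = percent inhibition above its own plate's cutoff, namely the mean of that plate's compound wells plus 3 SD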;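 note: peak over basal fluorescence ratio during 140 s after agonist addition; 0% = ACh EC80 plus DMSO and 100% = DMSO alone without agonist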
M4 antag: antagonists of human muscarinic M4 receptor (CHRM4). AID 624125. P08173. 360,000 compounds, 0.73% hits. CHO-hM4 cells, ACh EC80, Fluo-8 calcium fluorescence. inhibition, % at 3 µM;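 active = inhibition above its plate's cutoff, the mean inhibition of sample wells plus 3 SD, cut at about 27% in these data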;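 note: 0% = acetylcholine EC80 with DMSO and 100% = DMSO without agonist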
Target sequence (P08173 whole entry, looked up): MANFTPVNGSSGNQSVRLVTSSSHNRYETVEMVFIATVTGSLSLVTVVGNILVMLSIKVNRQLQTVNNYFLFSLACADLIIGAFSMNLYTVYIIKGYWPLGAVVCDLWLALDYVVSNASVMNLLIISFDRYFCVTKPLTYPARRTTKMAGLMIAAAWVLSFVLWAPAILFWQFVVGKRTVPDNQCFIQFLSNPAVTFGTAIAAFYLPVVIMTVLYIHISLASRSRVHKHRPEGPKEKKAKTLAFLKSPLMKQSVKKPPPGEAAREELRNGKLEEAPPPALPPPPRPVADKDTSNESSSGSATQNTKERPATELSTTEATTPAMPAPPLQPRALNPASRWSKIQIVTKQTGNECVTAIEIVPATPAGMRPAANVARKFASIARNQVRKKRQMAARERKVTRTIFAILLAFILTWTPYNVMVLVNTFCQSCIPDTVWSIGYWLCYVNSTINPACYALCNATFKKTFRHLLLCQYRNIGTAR
M1 ag parental: M1 agonist counterscreen hit in parental CHO-K1 cells; Fluo-8 calcium fluorescence; scaled to maximal ATP response, vehicle zero; activation, % at 3 µM; 360,000 compounds, 0.48% hits; in the data active = activation above about 15%;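 note: untransfected CHO-K1 host cells lacking M1 receptor as counterscreen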
CHRM4 agonist: CHRM4 agonism in calcium assay. activation, % at 3 µM. P08173. CHO-K1 hM4/Gqi5, Fluo-8 calcium fluorescence; vehicle 0%, full acetylcholine response 100%. 360,000 compounds, 0.14% hits;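 active = activation above the run mean over all test wells plus 3 SD, cut at about 32% in these data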;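 note: peak over basal fluorescence ratio per well then scaled between controls; 0% = DMSO wells and 100% = acetylcholine at EC100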
Active calls of the source: *; . = not tested or not shown.

SMILES	CHO parental Ca	OXTR potentiator	CHRM1 agonist	CHO-K1 Ca antag	CHRM1 PAM	M1 antag	M4 antag	M1 ag parental	CHRM4 agonist
O=C(Nc1nnc(-c2cccnc2)s1)c1cccs1	-15	-6	-3	1	5	-7	-8	0.3	0
COc1cc(C(=O)N/N=C/c2ccc(OC(=O)c3ccccc3Cl)cc2)ccc1O	4	-13	10	15	0	20	4	6.2	17
CC(=O)N1CCN(C(=O)CSc2nc3c(cnn3-c3ccccc3)c(=O)[nH]2)CC1	6	-16	-3	-1	6	-6	8	-0.2	0
Cc1cc(C)c2nc(C(F)(F)F)c(C#N)c(N)c2c1	-16	-11	-1	7	2	-3	-8	-0.1	1
CCOC(=O)CC(NS(=O)(=O)c1ccc2[nH]c(=O)sc2c1)c1ccc(C)cc1 (stereo not drawn)	-7	-2	-2	-15	8	-11	-1	0.6	0
CC(=O)Nc1ccc(-c2ccnc3c2CC(C(=O)Nc2ccc(C(C)C)cc2)O3)cc1 (stereo not drawn)	.	.	0	0	11	-14	-8	0.9	4
CC(C)C1Cc2[nH][nH]c(=O)c2C(C2CC2)O1 (stereo not drawn)	.	.	.	-20	.	.	-4	1.1	1
CC(=NO)c1ccc2c(c1)C(=NO)c1ccccc1-2	.	.	-3	-9	-2	-5	4	0.2	0
Cc1ccc(C(=O)Nc2c(C)n(C)n(-c3ccccc3)c2=O)cc1	-10	1	-12	-16	11	-8	3	1.2	1
Cc1ccc(Cn2cc(CN3CC(N4CCN(C5CCN(C)CC5)CC4)CS3(=O)=O)nn2)cc1 (stereo not drawn)	.	.	.	-14	.	.	0	0.5	1
Cn1c2c(c(=O)n(C)c1=O)C(c1ccccc1Cl)C(C#N)=C(N)O2 (stereo not drawn)	-17	-8	2	1	12	-14	-19	11	1
O=C(CN(Cc1ccccc1)S(=O)(=O)c1cccc(C(F)(F)F)c1)NC1CCCCC1	-18	-3	-8	-9	11	-10	-3	0.2	-2
COC1(OC)N=C(N)C2(C#N)C(c3ccccc3)NC(C)=CC12C#N (stereo not drawn)	-6	-14	-3	-10	6	-2	3	1.0	0
O=C(NC1CCN(C(=O)NCc2ccccc2)CC1)c1cccc(F)c1	-4	-1	2	-4	21	-12	-26	-0.3	2
CC1CN(C)CCC1OC(=O)c1ccccc1 (stereo not drawn)	.	.	-10	-2	4	-12	3	0.0	0
Cc1cc(NC(=O)c2ccc(C#N)cc2)on1	0	-3	-5	-4	2	-7	3	0.4	1
CC(CC(=O)NNC(=O)c1ccncc1)c1ccccc1 (stereo not drawn)	-1	-12	-2	-6	11	-9	2	2.1	0
CN(C)CCOC1c2ccccc2CSc2ccccc21 (stereo not drawn)	-13	-6	-8	1	-25	99*	98*	0.2	1
COc1ccc(N(C=O)C(=S)SC)cc1	0	-1	-5	-9	-2	-2	-3	2.2	0
COc1ccc(Nc2nnc(SCC(=O)Nc3cc(C)on3)s2)cc1	.	.	0	-18	13	-17	5	-0.1	0
CCOC(=O)C1=C(c2ccccc2)NC(SCC(=O)NC2CCCCC2)=C(C#N)C1c1ccco1 (stereo not drawn)	-20	-4	-5	-23	-4	-1	-4	1.3	7
Cc1ccccc1C(=O)OC(C)CN1CCOCC1 (stereo not drawn)	-6	2	-8	2	2	1	-1	-0.2	1
Cc1ccc(NC(=O)CC2S/C(=N/N=C3/NC(=O)CS3)NC2=O)cc1 (stereo not drawn)	-4	-2	-3	-3	-5	6	-8	-0.1	0
CCOc1ccc2nc(/N=C/c3c(C)[nH]n(-c4ccc(C)cc4)c3=O)sc2c1	-8	1	-4	-6	9	-9	1	0.7	0
CCOc1ccc(-n2nc3ccc(NC(=O)CC)cc3n2)cc1	.	.	-2	9	9	-9	-4	0.7	2

Reprinted from the listing (2 entries):
SMILES	CHO parental Ca	OXTR potentiator	CHRM1 agonist	CHO-K1 Ca antag	CHRM1 PAM	M1 antag	M4 antag	M1 ag parental	CHRM4 agonist
O=C(Nc1nnc(-c2cccnc2)s1)c1cccs1	-15	-6	-3	1	5	-7	-8	0.3	0
COc1cc(C(=O)N/N=C/c2ccc(OC(=O)c3ccccc3Cl)cc2)ccc1O	4	-13	10	15	0	20	4	6.2	17

The main list resumes, repeating the two entries before the break.
SMILES	CHO parental Ca	OXTR potentiator	CHRM1 agonist	CHO-K1 Ca antag	CHRM1 PAM	M1 antag	M4 antag	M1 ag parental	CHRM4 agonist
CCOc1ccc2nc(/N=C/c3c(C)[nH]n(-c4ccc(C)cc4)c3=O)sc2c1	-8	1	-4	-6	9	-9	1	0.7	0
CCOc1ccc(-n2nc3ccc(NC(=O)CC)cc3n2)cc1	.	.	-2	9	9	-9	-4	0.7	2
CC(C)(C)OC(=O)N1CCC(C(=O)O)CC1	2	-5	-2	-5	8	-17	-9	0.1	0
CC(C)(C)Cc1c(-c2ccc(C#N)cc2)nc2c(Cl)cc(C(F)(F)F)cn12	.	.	-2	-27	6	-28	-6	0.1	0
CS(=O)(=O)N(CC(=O)Nc1ccc(S(=O)(=O)N2CCCC2)cc1)c1cccc(F)c1	-5	-4	-5	-7	-3	10	-7	1.0	6
CC1CCc2c(sc(NC(=O)CSc3ncnc4c3cnn4-c3ccccc3Cl)c2C#N)C1 (stereo not drawn)	-8	-7	-2	-8	8	-10	-6	0.6	0
Cc1cccc(NC(=O)c2ccc([N+](=O)[O-])o2)c1	-4	0	-2	7	4	-6	9	0.3	2
CN(C)S(=O)(=O)c1cccc(NC(=O)c2cc3c(=O)n4ccccc4nc3s2)c1	1	-8	-4	1	8	-3	-1	-0.2	0
CCOc1ccc2nc(SC3CC(=O)N(c4ccc(OC)cc4OC)C3=O)sc2c1 (stereo not drawn)	-27	-8	-7	-1	-10	6	-21	2.9	9
CC(=O)N1c2ccc(S(=O)(=O)NCCC(=O)Nc3ccc(C)cn3)cc2CC1C (stereo not drawn)	-13	-7	-1	2	-2	3	11	0.4	1
COc1ccc(CCNC(=O)CN(C)S(=O)(=O)c2ccc(Br)s2)cc1OC	-22	7	-5	-3	4	-5	-5	1.7	4
COC(=O)c1cc(NC(=O)Cc2coc3cc(OC)ccc23)cc(C(=O)OC)c1	-6	-11	-1	10	6	-7	-3	-0.2	1
COc1ccc(S(=O)(=O)NC2CCCCC2)cc1C	-21	-6	-7	-19	0	1	2	0.3	-1
Cc1cc2ncn(CCOc3ccccc3C#N)c2cc1C	-18	-15	1	11	-4	12	15	6.6	19
CC(C)(C)CC(=O)N[C@@H](Cc1ccccc1)c1nc2ccccc2[nH]1	-21	-2	-8	-16	1	-4	2	1.2	3
CCn1c(C)nc([N+](=O)[O-])c1C(=O)O	1	-10	-9	-4	11	-4	1	1.3	1
CCC(=O)N(C)CCc1cc2c(c(OC)c1/C=N/NS(=O)(=O)c1ccc(C)cc1)OCO2	-20	-1	-2	-8	8	-10	3	0.9	1
COc1ccc(NCc2ccsc2)cc1	2	-9	-6	-3	0	7	10	0.1	1
CC1(C)NC(=O)N(CC(=O)Nc2ccc(-c3ccccc3)cc2)C1=O	.	.	0	16	-1	1	0	0.9	0
Cc1ccccc1NCC(=O)Nc1cc(S(=O)(=O)N2CCCCC2)ccc1C	-8	-10	-3	-7	0	0	13	0.6	1
CCCCn1c(N)c(N(CCC(C)C)C(=O)C2CCCN(C(=O)c3ccc(Cl)cc3)C2)c(=O)[nH]c1=O (stereo not drawn)	-13	1	-3	3	0	3	-1	-0.1	1
Cc1ccc(CNC(=O)C(C(=O)NCc2ccc(C)o2)c2ncc(C(F)(F)F)cc2Cl)o1	-10	1	-5	-26	8	-14	-12	0.1	0
COc1ccc(OC)c(C2=NOC(C(=O)Nc3cccc(C(C)=O)c3)C2)c1 (stereo not drawn)	0	-9	-2	-6	-2	-3	-22	1.8	7
O=Cc1ccccc1OCCCOc1cccc2cccnc12	-8	-8	-3	-9	-6	2	-4	2.4	6
COc1ccc(-c2csc(Cc3nnc4n3CCCCC4)n2)cc1OC	-12	-9	-3	-16	9	-10	10	0.4	0
C=C(c1cccc2ccccc12)P(=O)(O)O	0	1	0	4	4	2	9	-0.1	7
CCN(CC)CCNC(=O)c1cc2c(s1)-c1ccccc1SC2	-24	-11	-10	2	14	-8	-4	2.8	4

Additional results follow.
SMILES	CHO parental Ca	OXTR potentiator	CHRM1 agonist	CHO-K1 Ca antag	CHRM1 PAM	M1 antag	M4 antag	M1 ag parental	CHRM4 agonist
Cc1noc(NS(=O)(=O)c2ccc(NC(=O)c3nn(-c4ccccc4)ccc3=O)cc2)c1C	-8	0	-4	3	6	-11	2	0.1	0
CCOC(=O)c1ccc(C(=O)NNC(=O)C2C3C=CC(C3)C2C(=O)O)cc1 (stereo not drawn)	.	.	3	15	22	-18	0	0.0	1
COc1ccccc1CCC(=O)OCC(=O)Nc1cc(C)nn1-c1ccccc1	-14	-4	0	21	-3	25	3	2.0	3
COCCN(C(=O)COC(=O)c1c(C)nn(-c2ccccc2)c1C)c1c(N)n(Cc2ccccc2)c(=O)[nH]c1=O	.	.	-3	3	4	-7	-5	-0.1	0
COC(=O)c1cc(C#N)c(N2CC(C)OC(C)C2)nc1C (stereo not drawn)	-8	-6	-1	1	21	-15	-7	-0.4	0
CSc1ccccc1-n1nnnc1SCc1ccccc1	-6	-13	-7	9	-5	-9	-9	0.2	-2
Cc1cc(C(=O)COC(=O)c2ccc(O)cc2)c(C)n1Cc1ccco1	10	-12	4	-4	-8	20	3	2.3	4
CC1Cc2ccccc2N1CC(=O)NCc1ccc2c(c1)OCO2 (stereo not drawn)	-6	-4	-8	1	7	-6	2	0.0	1
Cc1cccc(N2CN(S(=O)(=O)c3cccc([N+](=O)[O-])c3)c3nc4ccccc4nc32)c1	-7	-2	-1	-14	6	-11	-11	1.4	6
Oc1ccc(Cl)cc1-c1cc(C(F)(F)C(F)F)nc(-c2ccccc2)n1	-11	4	-2	1	7	-7	5	0.3	0
Cc1ccnc(NC(=O)CCCNC(=O)c2ccc(Cl)cc2)c1	-10	0	-5	-6	11	-10	-7	0.6	1
Cc1ccc(S(=O)(=O)C2CCCCC2=O)cc1 (stereo not drawn)	-3	-11	-10	-3	2	-2	-3	0.2	1
Cc1ccc(NC(=O)CSC2=C(C#N)C(c3ccc4c(c3)OCO4)CC(=O)N2)cc1C (stereo not drawn)	-26	-10	-4	0	1	1	-5	1.9	2
COC(=O)c1nnn(CC(=O)NC(=O)Nc2cccc(Cl)c2C)c1C(=O)OC	-11	-5	3	-9	4	-4	-2	7.4	7
CC(=O)n1cc([C@@H]2C=C(C(=O)N3CCN(Cc4ccc5c(c4)OCO5)CC3)O[C@H](OCCCCO)C2)c2ccccc21	-21	-9	-5	-6	-2	6	7	4.4	14
CC(C(=O)N(C)C)N(C#N)c1nc(N(C)C)nc(N(C)C)n1 (stereo not drawn)	-11	-2	2	9	-1	-25	-2	0.5	0
Clc1ccc(-c2cnc3n2CCC3)cc1	-1	-3	-7	-3	-7	7	-6	0.4	-1
COc1cccc(N2CCN(C(=O)c3ccc(CS(=O)Cc4ccccc4Cl)o3)CC2)c1 (stereo not drawn)	-21	-9	-5	-8	-2	4	-2	4.4	15
Cc1ccc(N=C2NC(=O)/C(=C\c3ccsc3)S2)c(C)c1	-19	-8	-3	-14	0	7	-12	0.1	-3

Screening results deposited in PubChem by The Scripps Research Institute Molecular Screening Center.
